Screening results deposited in PubChem by The Scripps Research Institute Molecular Screening Center.
KLK7 zymogen act = proKLK7 zymogen activators, primary screen, biochemical, fluorescence intensity; Kallikrein-7 (Homo sapiens), P49862; purified proKLK7, EDANS-DABCYL substrate fluorescence; 100% is mature enzyme control, 0% vehicle; activation, % at 7 µM; hit rate 0.9% among 370,000; AID 652039, 2013;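 active = activation above the mean of all tested compounds plus 3 SD, computed per campaign excluding outliers beyond control limits, cut at about 13% in these data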
Target sequence (P49862 whole entry, looked up): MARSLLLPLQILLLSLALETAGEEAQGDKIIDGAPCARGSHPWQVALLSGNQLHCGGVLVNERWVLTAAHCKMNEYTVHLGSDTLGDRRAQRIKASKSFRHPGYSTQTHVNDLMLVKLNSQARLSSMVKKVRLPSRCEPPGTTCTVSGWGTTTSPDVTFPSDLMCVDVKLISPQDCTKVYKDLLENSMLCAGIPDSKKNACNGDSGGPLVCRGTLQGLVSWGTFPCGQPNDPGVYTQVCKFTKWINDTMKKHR
Tn6 DDE FP = inhibitors of Tn6 peptide binding to fibrin DD(E), primary screen, biochemical, fluorescence polarization, human fibrin, Tn6 probe | hit rate 0.21% among 370,000 | Fibrinogen beta chain (Homo sapiens), P02675 | inhibition, % at 8.3 µM | Fibrin DD(E) TRITC-Tn6 fluorescence polarization displacement | AID 720509, 2013;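 active = inhibition above a per-campaign cutoff: mean of compounds within control limits plus 3 SD, cut at about 15% in these data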;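 note: 0% = median of all compound wells on the plate and 100% = blocking peptide control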
ADAM10 inh = human ADAM10 inhibitors, primary screen, biochemical, QFRET, HTS | hit rate 0.62% among 370,000 | AID 720582, 2013 | recombinant ADAM10, EDANS/DABCYL FRET peptide cleavage, 3 h | inhibition, % at 7 µM;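 active = inhibition above a per-campaign cutoff equal to the mean of compounds falling between control-based bounds plus 3 SD, cut at about 20% in these data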;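 note: 0% = DMSO wells while the 100% control is not disclosed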
ASAP1 inh = inhibitors of human ASAP1 ArfGAP activity, primary screen, biochemical, fluorescence polarization; hit rate 0.19% among 360,000; Arf-GAP with SH3 domain, ANK repeat and PH domain-containing protein 1 (Homo sapiens), …; ASAP1-stimulated ARF1 GTP hydrolysis, GDP FP detection; inhibition, % at 16.5 µM; in the data active = inhibition above about 25%;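 note: 0% = vehicle with enzyme and substrate and 100% = no enzyme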
Tn7 DDE FP = inhibitors of Tn7 peptide binding to fibrin DD(E), primary screen, biochemical, fluorescence polarization, human fibrin, Tn7 probe; hit rate 0.13% among 370,000; inhibition, % at 8.3 µM; FP displacement of FITC-Tn7 peptide from fibrin DD(E); 0% = median of compound wells per plate;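 active = inhibition above the mean of compounds falling within the control limits plus 3 SD of them, cut at about 14% in these data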;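 note: 0% = plate median of compound wells and 100% = 10 µM Aha-Tn7 peptide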
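System: human fibrin DD(E); quantity: Fibrin-DD(E) at 2 µM final; also added: fluorescent Tn7 probe at 0.1 µM; compound dosing: single nominal test concentration of 8.3 µM per compound; schedule: 10 min preincubation, 3 h with tracer, room temperature; detection: fluorescence polarization of the labelled Tn7 tracer; repeats: one replicate per compound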
PLC-gamma1 inh = PLC-gamma1 enzyme inhibitors, primary screen, biochemical, fluorescence, purified enzyme | 1-phosphatidylinositol 4,5-bisphosphate phosphodiesterase gamma-1 (Homo sapiens), P19174 | fluorogenic substrate | inhibition, % at 12.2 µM | hit rate 0.84% among 370,000 | AID 720700, 2013; in the data active = inhibition above about 9.5%
LEDGF integ inh = blockers of LEDGF/p75-dependent integrase strand transfer – biochemical, TR-FRET, high throughput, primary screen. HIV-1 integrase (with human LEDGF/p75). TR-FRET IN-LEDGF/p75 DNA integration, Eu/Cy5. inhibition, % at 3.7 µM. hit rate 0.64% among 370,000. AID 743269, 2014;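 active = inhibition above the screen-wide mean plus 3 SD, cut at about 13% in these data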;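 note: signal is the Cy5 over europium emission ratio at 671 and 618 nm; 0% = plate median of compound wells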
ADAM17 inh = ADAM17 inhibitors, primary screen, biochemical, QFRET; Disintegrin and metalloproteinase domain-containing protein 17 (Homo sapiens), P78536; recombinant ADAM17, EDANS/DABCYL FRET peptide cleavage; inhibition, % at 6.95 µM; hit rate 0.83% among 370,000; AID 720648, 2013;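 active = inhibition above the mean of compounds lying between control limits plus 3 SD, set per campaign, cut at about 8.5% in these data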;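 note: 0% = DMSO-only wells as the low control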
Target sequence (P78536 215-824 limits assumed): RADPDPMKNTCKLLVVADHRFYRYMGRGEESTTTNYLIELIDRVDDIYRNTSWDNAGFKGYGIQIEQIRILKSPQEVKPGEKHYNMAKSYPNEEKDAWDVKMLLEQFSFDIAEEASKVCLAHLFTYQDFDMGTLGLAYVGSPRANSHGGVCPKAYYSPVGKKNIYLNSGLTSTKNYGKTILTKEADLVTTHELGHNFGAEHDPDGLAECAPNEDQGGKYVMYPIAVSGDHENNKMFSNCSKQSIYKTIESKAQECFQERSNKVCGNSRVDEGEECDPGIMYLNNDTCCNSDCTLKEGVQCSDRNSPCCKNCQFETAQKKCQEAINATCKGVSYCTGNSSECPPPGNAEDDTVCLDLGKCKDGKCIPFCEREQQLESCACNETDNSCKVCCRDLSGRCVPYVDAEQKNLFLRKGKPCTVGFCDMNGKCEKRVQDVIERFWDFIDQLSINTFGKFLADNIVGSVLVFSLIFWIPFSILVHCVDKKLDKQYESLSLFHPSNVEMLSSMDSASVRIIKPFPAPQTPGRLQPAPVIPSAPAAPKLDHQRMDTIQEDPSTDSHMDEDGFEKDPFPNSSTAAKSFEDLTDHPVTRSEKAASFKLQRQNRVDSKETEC
TDP2 absorb = human TDP2 enzyme inhibitors, primary screen, biochemical, epi absorbance, recombinant enzyme. T5PNP hydrolysis, p-nitrophenol absorbance 415 nm. inhibition, % at 12.8 µM. AID 720702, 2013. Tyrosyl-DNA phosphodiesterase 2 (Homo sapiens), O95551. hit rate 0.34% among 370,000;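 active = inhibition above the mean of all tested compounds plus 3 SD, set per campaign, cut at about 25% in these data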;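 note: 0% = DMSO with enzyme and 100% = buffer with substrate but no TDP2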
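System – recombinant human TDP2 · Amount – 120 nM TDP2 per well · Buffer or medium – Mg2+-containing Tris-HCl buffer, pH 7.5 · Reagent – T5PNP substrate, 5 mM · Dosing – 12.8 µM single point, 1% DMSO · Incubation – 2 h at 37 °C · Measured by – epi absorbance · Read-out basis – percent inhibition · Benchmarks – high control without enzyme, low control DMSO plus TDP2 · Repeats – singlicate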
ARFGAP1 inhibitor = inhibitors of rat ARFGAP1 GAP activity, primary screen, biochemical, fluorescence polarization, GDP tracer; Arfgap1-stimulated ARF1 GTP hydrolysis, GDP FP detection; inhibition, % at 16.5 µM; hit rate 0.26% among 360,000; AID 651572, 2012;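 active = inhibition above a per-plate limit, mean inhibition of low control wells plus 3 SD, cut at about 25% in these data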;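 note: 0% = DMSO wells with enzyme and 100% = wells lacking Arfgap1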
Target sequence (Q62848 1-136 limits assumed): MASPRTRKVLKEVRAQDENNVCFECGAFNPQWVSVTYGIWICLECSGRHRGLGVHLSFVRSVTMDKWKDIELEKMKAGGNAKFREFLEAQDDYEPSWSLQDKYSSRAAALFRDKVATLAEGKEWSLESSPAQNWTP
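Assay system: Rat Arfgap1 GAP domain (His6, aa 1-136), purified enzyme | Buffer or medium: HEPES 25 mM pH 7.5, NaCl 150 mM, MgCl2, DTT | Schedule: GTP hydrolysis reaction 2 h at 25 °C | Signal: FP of antibody-bound GDP Alexa 633 tracer, ex 620/em 688 nm | Measure: Percent inhibition of Arfgap1-stimulated GTP hydrolysis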
* marks the source's active call; other numbers are inactive results; i = inactive; nt = no result given.

SMILES	KLK7 zymogen act	Tn6 DDE FP	ADAM10 inh	ASAP1 inh	Tn7 DDE FP	PLC-gamma1 inh	LEDGF integ inh	ADAM17 inh	TDP2 absorb	ARFGAP1 inhibitor
Cc1cn([C@H]2C[C@H](O)[C@@H](/C=C/C(=O)NCCc3ccc4ccccc4c3)O2)c(=O)[nH]c1=O	0.0	-4	-3	16	3	2	2	0	2	8
CCN(CC)CCN(Cc1cc2cc3c(cc2[nH]c1=O)OCO3)C(=S)NCCCN(C)C	4.4	1	-352	-11	-1	-32	-1	-120	15	4
CCOc1ccc(NC(=O)CN(C)C(=O)/C=C/c2ccco2)cc1OCC	1.3	-1	-5	-3	6	-1	-1	-3	-1	11
CC1=C(C(=O)N(C(C)C)C(C)C)CC(CC(=O)NCc2cccc3ccccc23)C(=O)N1Cc1ccccc1 (configuration not stated)	0.8	-4	1	3	3	0	-5	3	7	9
Cc1ccc(NC(=O)CSCC(=O)NCc2cccc(C(F)(F)F)c2)cc1	-0.1	-4	4	2	1	-2	2	1	-7	12
O=C(c1ccc(CNS(=O)(=O)c2ccc(Br)cc2)cc1)N1CCCC1	0.4	11	-4	-2	0	-1	-2	1	12	5
O=C(OC12CCCN(C1)/C(=C/c1cccc(Cl)c1)C2)C1CCCCC1 (configuration not stated)	-0.1	-15	-9	nt	-2	2	-1	-2	-4	nt
Cc1ccc(C)c(S(=O)(=O)Nc2ccccc2C(=O)Nc2ccccc2N2CCOCC2)c1	1.3	3	1	6	2	-25	0	-2	14	2
C[C@H]1CN([C@@H](C)CO)C(=O)CCCn2nncc2CO[C@@H]1CN(C)C(=O)c1ccncc1	-0.1	0	3	-4	6	0	4	5	-14	-4
Cc1cc(C)c(S(=O)(=O)NCC(c2ccco2)N2CCc3ccccc3C2)c(C)c1 (configuration not stated)	0.1	4	1	14	-1	-3	0	4	-3	1
Cc1ccc(Nc2nnc(SC3CCOC3=O)s2)c(C)c1 (configuration not stated)	-0.1	1	-2	5	-3	-3	-3	-3	5	-4
COc1ccc(N2C(=O)CC(Sc3nc(C)c4c(n3)CCCC4)C2=O)cc1 (configuration not stated)	-0.6	-12	0	2	2	1	0	-6	7	8
CCn1c(=S)[nH]c2scc(-c3cccs3)c2c1=O	0.1	2	2	-6	-2	1	-3	5	-5	3
CCCCNC(=O)COC(=O)c1cc(C)nc2ccccc12	-1.0	6	-13	-1	-2	-4	4	-7	5	16
CCCNc1nc(NCC)nc(OC)n1	-0.2	14	-2	10	3	-1	3	-6	11	5
CCCCCCCCC1=NCCc2c1[nH]c1ccccc21	4.8	11	-63	4	6	-416	-3	-22	-7	0
CCOC(=O)CSc1nc2sc3c(c2c(=O)n1-c1ccc(OCC)cc1)CCN(C)C3	0.8	-3	-21	14	0	-55	0	-10	14	7
CC1Sc2ccc(S(=O)(=O)N3CCN(c4ccccc4)CC3)cc2NC1=O (configuration not stated)	0.4	-7	3	-1	6	-3	-2	-3	17	-12
OCc1nc2ccccc2n1CCCc1ccccc1	0.3	2	-10	-20	-4	0	-4	-3	6	-7
COc1ccc(CNC(=O)CCNC(=O)c2ccco2)cc1OC	-0.2	2	-5	-22	2	2	-5	-3	11	-2
O=C(Nc1ccc(NS(=O)(=O)c2ccccc2)c(Cl)c1)c1ccccc1	-0.6	-1	13	-3	8	-2	5	3	2	1
CCc1nnc(NC(=O)CSc2nnc(C)c(=O)n2N)s1	-0.3	14	-7	4	1	-7	-4	-5	11	-14
CC1=NN(Cc2ccccc2)C(=O)C1C(c1ccc(Cl)cc1)C(C#N)C#N (configuration not stated)	-0.6	0	11	-12	-1	-1	-3	2	10	-1
COc1ccccc1Cc1nc(-c2ccncc2)no1	0.2	0	-4	-19	2	-1	-2	-5	4	5
CCOc1cc(CC(=O)N[C@@H](CC(C)C)c2ccccc2N2CCCCC2)ccc1C(=O)O	0.1	3	1	8	1	-4	1	-2	-7	-1
CCCOc1ccc(CCC(=O)N/N=C/c2ccco2)cc1	-0.3	-2	-3	0	-2	-1	-3	1	3	2
COc1ccc(CNCC(=O)Nc2cc(C)nn2-c2nc(C)cc(C)n2)cc1OC	-0.1	5	5	-3	-7	2	0	1	-11	-1
Cc1ccc(-n2nc(C(=O)O)c(C)c(C#N)c2=O)cc1Cl	3.1	9	-26	-8	4	-128	1	-6	3	0
Cc1cc(C(F)(F)F)nn1CCCNC(=O)c1cnccn1	0.3	-3	12	-15	-3	3	6	5	-13	-3
Cc1cccc(N2CCN(C(=O)CSc3nc4ccccc4nc3N3CC(C)OC(C)C3)CC2)c1C (configuration not stated)	1.2	4	2	-9	2	-4	-1	-2	2	-6
CSC1=NCCN1C(=O)c1c(F)cccc1Cl	-0.7	2	-1	-3	5	-6	-2	0	-6	8
CNC(=O)C1Cc2c(-c3ccc4c(c3)OCO4)ccnc2O1 (configuration not stated)	0.4	7	-74	8	-5	-7	5	-20	-12	0
CC(C)(C)OC(=O)NCCc1nnc(SCC(=O)c2ccc(Cl)cc2)o1	0.6	6	6	2	5	1	-5	-1	-3	-2
CC(NS(=O)(=O)c1ccc2c(c1)CC(C)N2C(=O)C1CC1)c1ccccc1 (configuration not stated)	0.3	4	-2	-3	5	1	-1	2	8	-12
CC(=O)c1c(C)[nH]c(C(=O)Nc2cccc(S(=O)(=O)N3CCCCC3)c2)c1C	0.0	-17	0	-10	1	1	2	-2	-9	1
CCCn1cc(CN2CCN(Cc3ccc(C)o3)C(CCO)C2)c(C)n1 (configuration not stated)	-0.7	0	-6	5	10	-1	0	-2	1	-3
O=C(NC(=S)Nc1ccccc1Cl)c1cncc(Br)c1	0.3	1	3	9	-9	-3	0	0	27*	4
O=C(Cn1cnc2c(cnn2-c2ccc(Cl)cc2)c1=O)NC1CCCCC1	0.1	-6	-15	5	6	0	-5	-3	-2	7
Cn1c(CNc2ccc(Cl)cc2)nnc1SCC#N	0.2	2	-1	10	-6	0	-2	-1	8	-4
C[C@]12C[C@H](O)[C@@H]3c4ccc(O)cc4CCC3[C@@H]1CCC2=O (some centres not stated)	-0.7	1	8	4	-4	4	-2	-2	4	10
Cc1cccc(NC(=O)c2nc[nH]c2C(=O)NCCCNC(=O)c2[nH]cnc2C(=O)Nc2cccc(C)c2)c1	5.5	6	0	5	-10	4	2	3	7	-1
O=C(Cc1ccc(F)cc1)N/N=C/c1ccc2c(c1)OCO2	-0.3	0	-3	3	0	-2	-4	-3	-7	-13
O=C(O)c1ccc(N2C(=O)Nc3ccccc3N2O)cc1	0.2	4	-2	-3	-3	3	7	-2	2	0
COc1cccc(C(O)c2nc(-c3ccc4ccccc4c3)cs2)c1 (configuration not stated)	0.2	-6	6	1	-3	-1	-4	7	-6	8
COc1cccc(C(=O)NCc2nnc(SCC(=O)Nc3nccs3)n2-c2ccccc2)c1	-1.0	-2	-6	-6	-2	3	1	-3	-8	9
Cc1c(Cl)cccc1NC(=S)NCc1ccco1	-0.2	6	-4	-11	3	0	-4	0	-12	-7
Cc1ccc(N(CC(=O)NCc2ccco2)S(=O)(=O)c2ccccc2)cc1	0.2	-3	-10	-12	0	-2	-2	-10	-9	-2
CCCCC(CC)C(=O)N1CCN(C(=O)c2ccco2)CC1 (configuration not stated)	0.8	17*	-1	-6	5	-3	-2	-5	1	7
CC1(c2cccc(Br)c2)NC(=O)N(CC(=O)Nc2cccnc2Cl)C1=O (configuration not stated)	-0.4	-1	7	-6	-5	10*	6	4	-3	-4
CC1=CC(C)(C)N(S(=O)(=O)c2ccc(C)cc2)c2ccccc21	0.0	0	8	3	5	-2	0	3	-8	-3
CN1C(=O)C(C)(C)c2cc(S(=O)(=O)N3CCC(C(=O)NCc4ccccc4Cl)CC3)ccc21	0.0	2	-13	0	2	2	-3	0	-5	7
COc1ccc(O)c(C(=O)c2coc(=N)c(C(=O)Nc3ccc(SC(F)F)cc3)c2)c1	2.8	-2	-40	-9	2	-21	-4	-20	5	-3
COc1cc(NS(=O)(=O)c2ccc(NC(=S)NC(=O)C(C)(C)C)cc2)nc(OC)n1	0.5	0	8	6	-1	2	-1	-1	1	-2
CCOc1ncccc1C(=O)OC(C)C(=O)NC(=O)NC1CCCCC1 (configuration not stated)	-0.1	1	5	6	4	3	0	-2	5	-1
CC1CCN(S(=O)(=O)N2CCC(C(=O)NCCN3CCOCC3)CC2)CC1	-0.8	5	5	-12	2	1	-5	-5	-2	-2
CCc1ccc2oc(-c3ccc(OC)cc3)cc(=Nc3c(C)n(C)n(-c4ccccc4)c3=O)c2c1	-9.5	2	i	8	5	-132	-1	i	2	-3
CCc1cccc(CC)c1N1C(=O)CC(Sc2ccccc2N)C1=O (configuration not stated)	-0.3	-10	-5	-6	-2	1	-1	-3	0	7
Cc1nnc(SCc2c(Cl)cccc2[N+](=O)[O-])s1	-0.1	0	6	3	-4	3	1	3	9	4
COc1ccc(C2=CN(Cc3ccccc3)C(c3ccccc3)CC2=O)cc1 (configuration not stated)	0.3	2	-8	-7	2	-17	0	-3	-5	5
COc1cc2nc(N(CCCN(C)C)C(=O)c3ccc(S(=O)(=O)N4CCc5ccccc54)cc3)sc2cc1OC	-5.8	-5	8	0	-2	6	2	-1	1	10
